Pf Dd2 growth: blocks in vitro growth of P. falciparum Dd2 | 120,000 compounds, 4.3% hits | Potency, µM (top dose mostly 28.9 µM), without a hit: at the top dose activity, negative = inhibition, hits mostly inhibitors | P. falciparum Dd2 growth, SYBR Green, 72 h | AID 1347417; active = well fitted inhibition curve with a large enough effect; inconclusive = small, poorly fitted or top-dose-only effect; inactive = no such curve, though single readings can be large or run the other way;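 also: plate controls were DMSO vehicle for no effect and reference drug for full effect; nearly all actives have a fitted effect of over 65% in size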
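Readout: SYBR Green fluorescence, 485 nm excitation, 535 nm emission, after ~16 h lysis at 37C. Before that, Dd2-infected red cells (2.5% hematocrit) grew 72 h with compound, 29 uM top final concentration.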
Active calls of the source: *; i = inactive; ? = inconclusive; [ ] = another dose, or the depositor's remark. Potency is read from the fitted curve at half-maximal effect. An excerpt; rates above refer to the full screens.

SMILES | Pf Dd2 growth
Cc1nsc(NC(=O)N2CCC(C(C)O)CC2)n1 (stereo not drawn) | 1%
COc1ccc(N(CC(=O)N2CCN(c3ccccc3F)CC2)S(=O)(=O)c2c(C)noc2C)cc1 | -1%
Cc1cc(C)c(NC(=O)CSc2nc(=O)n(Cc3ccco3)c3c2CCC3)c(C)c1 | 34%[activator]
O=C(c1ccncc1)N1CCC(c2nc(-c3cccnn3)no2)CC1 | -11%
CC(=O)Nc1ccc(CN2C(=O)OC3(CCN(Cc4ccc(C#N)cc4)CC3)C2(C)c2ccccc2)cc1 (stereo not drawn) | -23%
COc1ccc(CNC(=O)CN2CC3CC(C2)[C@H]2CCCC(=O)N2C3)cc1 (stereo partly drawn) | -8%
CC(C)N(C(=O)Cn1cc(SCC(=O)Nc2ccccc2C(F)(F)F)c2ccccc21)C(C)C | -15%
COc1ccc(-c2noc(-c3cccn3CC(=O)NC3CCCCC3)n2)cc1F | ?
CNC(=O)[C@@H]1CN(S(=O)(=O)c2cnc[nH]2)C[C@H]1c1nc(C)no1 | 9%
CCNC(=O)N(C1CC1)C1CCOC2(CCN(C(=O)NCc3ccc(F)cc3)CC2)C1 (stereo not drawn) | 35%[activator]
Cc1sc2cc(C(=O)NC3CC3)[nH]c2c1CN1CCCCC1 | -7%
COc1ccc(Nc2oc(/C=C/c3cc(OC)c(OC)c(OC)c3)nc2C#N)cc1 | ?
Cc1ccc(NC(=O)c2sc3ncnc(N(C)C4CCCCC4)c3c2C)c(C)c1 | -7%
CCN1C(=O)C2(CCN(C(=O)c3ccc(OC(C)C)cc3)CC2)c2ccccc21 | ?
COc1ccc2c(c1)OCC(CNC(=O)c1ccc(N3CCN(C)CC3)cc1)C2 (stereo not drawn) | -27%
CCc1cccc(NC(=O)CSc2nncn3c2cc2sccc23)c1 | 1%
O=C(Cc1ccc(NC(=O)N2CCSc3ncccc32)cc1)NCc1cccc(Cl)c1 | 7%
COc1ccc(CCNC(=O)CCn2c(=O)c3ccccc3n(CC(=O)Nc3cccc(C)c3)c2=O)cc1OC | i
COc1ccccc1CNC(=O)C1CCN(S(=O)(=O)c2ccc3c(c2)CCCN3C(C)=O)CC1 | ?
Cc1cccc(CNC(=O)CN2CC3CC(C2)[C@H]2CCCC(=O)N2C3)c1 (stereo partly drawn) | -17%
CCOc1ccccc1NC(=O)Cn1cccc1-c1nc(-c2ccc(OC)c(F)c2)no1 | ?
NCc1ccc(-c2cccc(Cl)c2)cc1 | 10µM*
CN(Cc1cccnc1)Cc1nc(C2(O)CCN(C(=O)c3cccc(F)c3)CC2)cs1 | 1%
Cc1ccc(NC(=O)c2cnc3sc(N4CCOCC4)nn3c2=O)cc1N(C)C | 2%
NC(=O)[C@H](Cc1cccs1)NC(=O)[C@@]1(O)C[C@@H](O)[C@H](O)[C@@H](NC(=O)CC2(CC(=O)O)CCCC2)C1 | 4%
CC(NC(=O)Cc1cccn1-c1cccc(Cl)c1)c1ccccn1 (stereo not drawn) | i
COC(=O)c1sccc1S(=O)(=O)N(CC(=O)Nc1c(C)cccc1C)c1ccc(C)c(C)c1 | -18%
Cc1ccc(NC(=O)CSc2nc3ccccc3nc2Cc2ccccc2F)cc1F | 10%
CSCC(=O)N[C@H]1CCN2C(=O)c3cc(-c4cccc(C(F)(F)F)c4)ccc3NC(=O)[C@H]12 | i
Cc1ccc(C(=O)N2CCC3(CC2)N=C(c2ccccc2)NO3)s1 | i
CC1=C(C(=O)OCc2ccc(C)cc2)C(c2cccc(F)c2F)CC(=O)N1 (stereo not drawn) | ?
CCn1nccc1C(=O)N1CCCN(S(=O)(=O)c2ccccc2)CCC(=O)NCC1 | 3%
Cc1cn2c(=O)cc(COC(=O)c3cccc(NC(=O)COc4ccccc4C)c3)nc2s1 | i
Cc1cc(NS(=O)(=O)c2ccc3oc(=O)c4ncn(C)c4c3c2)ccc1Br | 15%
COc1cc(-c2nc(Cn3nnc(C(=O)Nc4cccc(Cl)c4)c3C)c(C)o2)cc(OC)c1OC | ?
COc1ccccc1-c1cc([C@H]2CN3CC[C@H]2C[C@@H]3CNCc2cccc(C#N)c2)n(C)n1 | i
COCCOC1CN(C2CCN(C(=O)Nc3ccccc3F)CC2)C12CCCCC2 (stereo not drawn) | i
CSc1ccc(C2c3c(oc4ccc(F)cc4c3=O)C(=O)N2c2ccc(C)cn2)cc1 (stereo not drawn) | 6%
COC1CCCN(c2ncnc3c2CCN(C(=O)c2ccoc2)CC3)C1 (stereo not drawn) | -23%
CN1C(=O)CC[C@]2(C(=O)NCc3cc(F)cc(F)c3)CCCC[C@@H]12 | 5%
CC(C)c1ccc(CN2CC(CN[S+](=O)([O-])c3ccccc3)C3(C2)CN(c2ccccc2)C3)cc1 (stereo not drawn) | i
CC1CCN(C(=O)Cn2c(=O)n(CC3CCC(C(=O)NC(C)C)CC3)c(=O)c3sccc32)CC1 (stereo not drawn) | -13%
O=C(NC[C@H]1COCc2nc3ccccc3n21)c1cnccn1 | 26%[44.1 µM]
Cc1cccc(S(=O)Cc2ccc(C(=O)NC3CCCCCC3)o2)c1 (stereo not drawn) | -14%
COCCOC1CCOC2(CCN(C(=O)CCc3ccccc3)CC2)C1 (stereo not drawn) | i
COC(=O)c1c(NC(=O)c2cc(=O)c3c(C)cc(C)cc3o2)sc2c1CCCC2 | 34%[activator]
COCCN1CCCCCC(O)c2cc(C(=O)NCc3ccc(N4CCC(C)CC4)cc3)ccc21 (stereo not drawn) | ?
COCC(=O)N1CCCC(c2nn(-c3ccc(F)cc3)c(=O)[nH]2)C1 (stereo not drawn) | -12%[44.1 µM]
O=C1Nc2ccc(-c3ccsc3)cc2C(=O)N2CC[C@H](NS(=O)(=O)c3cccs3)[C@@H]12 | 25%
CN1CCNC(=O)C1CC(=O)O (stereo not drawn) | 4%
COc1ccccc1-c1ccc(CN2C3CCC2CN(C(=O)c2ccncc2)C3)cc1 | ?
O=C(CN1C(=O)NC2(CCCCC2)C1=O)NCc1ccccc1F | -20%
Cc1ccccc1CN1c2ccccc2-c2nc(SCC(=O)NCc3ccccc3)ncc2S1(=O)=O | i
COc1ccc(-c2cc(N3CCCN(C(=O)C4CCCC4)CC3)n[nH]2)cc1 | i
CCOC(=O)Cc1csc(NC(=O)Cn2nc3c(cc2=O)CCCC3)n1 | -6%
O=S(=O)(c1cc(Br)c(Br)s1)N1CCN(c2ccccc2)CC1 | ?
O=S(=O)(NCc1ccccc1)N1CCCC1c1nc(-c2ccncc2)no1 (stereo not drawn) | -10%
COCc1ccc(C(=O)N[C@@H]2COCC[C@@H]2OCc2c(C)noc2C)o1 | 6%
Cn1nccc1OCc1cn2c(=O)n(C)cc(-c3ccc(O)c(F)c3)c2n1 | -21%[44.1 µM]
CN(CC1CCOC1)S(=O)(=O)c1ccc(F)cc1 (stereo not drawn) | 50%[activator][5.79 µM]
More entries follow.
SMILES | Pf Dd2 growth
O=C(Cc1ccc(F)cc1)N1CCCC(c2nn(-c3ccc(Cl)cc3)c(=O)[nH]2)C1 (stereo not drawn) | i
CCCn1c2ccccc2c2cnn(CC(=O)NCCc3cc(OC)ccc3OC)c(=O)c21 | i
CCOc1ccc2oc(=O)cc(CN3CCN(c4cc(C)ccc4C)CC3)c2c1 | ?
O=C1Cc2c(-c3ccc(Oc4ccccc4)cc3)n[nH]c2CN1Cc1ccccc1F | ?
COc1cc(/C=C(\C#N)C(=O)Nc2ccc(C)cc2)ccc1OCc1cc(=O)n2nc(C)sc2n1 | -10%
CCCCNC(=O)Cn1nc2n(c1=O)CCN(Cc1cccc(Cl)c1)C2=O | -21%
CCC(c1ccccn1)N(C)C(=O)c1cc(COc2ccccc2)[nH]n1 (stereo not drawn) | -19%
CNC(=O)[C@@H]1C[C@@H](O)CN1C1CCN(C(=O)c2nn(C)c3ccccc23)CC1 | -9%
Cc1ccc(OCC(=O)Nc2nnc(SCc3cc(=O)n4cc(C)ccc4n3)s2)cc1 | 25%
CCn1cc(CN2CCCCCCNC(=O)[C@@H]3CCC[C@@H]32)cn1 | i
Cc1cc2nc3n(c(=O)c2n1CC(=O)NC1CCCCC1)CCCCC3 | i
CC[C@H]1CN(S(=O)(=O)c2ccccc2)CC[C@H]1CC(=O)N(C)CC#N | i
Oc1c(C(c2ccc(Cl)cc2)N2CCOCC2)sc2nc(-c3ccco3)nn12 (stereo not drawn) | 4%
CC1=NOC2(CCN(Cc3ccsc3)C2)C1 (stereo not drawn) | -15%[44.1 µM]
CN(C)c1ccc(-c2noc(-c3nc(-c4ccccc4F)no3)n2)cc1 | -9%
COc1cc(NC(=O)CCCc2nnc3n(C)c(=O)c4sccc4n23)cc(OC)c1OC | 17%
Cc1cc(C)c(C)c(S(=O)(=O)NC2CCN(c3ccc(=O)n(CC4CC4)n3)CC2)c1C | -27%
CCOC(=O)c1c(S(=O)(=O)NCC(=O)Nc2ccc(F)cc2C)c(C)n(C)c1C | 9%
CCOC(=O)c1ccc(NC(=O)c2nn(C)c3c2COc2ccccc2-3)cc1 | 39%[activator]
COc1cc(NC(=O)CCc2c(C)nn(-c3ccc4nncn4n3)c2C)cc(OC)c1OC | 24%
COc1cccc(N2CCN(c3ncnc4c3c(-c3ccccc3)cn4-c3ccc(C)cc3)CC2)c1 | 11%
O=S(=O)(c1ccccc1)N1CCC(c2nc(-c3ccccc3)no2)C1 (stereo not drawn) | i[5.79 µM]
O=C1CCN(Cc2ccncc2)CCCC(C(=O)NCCCN2CCCc3ccccc32)CCN1 (stereo not drawn) | ?
Cc1ccc(-n2nc(CO)c(C(=O)NC(C)CCCc3ccccc3)n2)cc1C (stereo not drawn) | -23%
COCc1nn2cc(-c3ccc(C)cc3)nc2s1 | -4%
COCCOC1CCOC2(CCN(S(=O)(=O)c3ccc(F)cc3)CC2)C1 (stereo not drawn) | ?
COCCc1noc([C@@H]2CN(Cc3ccccc3F)C[C@H]2CO)n1 | i
Cc1cnc(-c2ccccc2)n1C1CCCN(C(=O)COc2ccc(F)cc2)C1 (stereo not drawn) | 2.8µM*
COC1CN(c2cccc(F)c2)C12CCN(C(=O)c1cccnc1)CC2 (stereo not drawn) | -24%
CC(C)N1C(=O)C2(CCCC2)C1C(=O)NCc1cc(F)cc(F)c1 (stereo not drawn) | ?
Cc1ccc(C(=O)N2CCN(c3cc(-c4cccs4)[nH]n3)CC2)c(C)c1 | i
O=C(O)[C@H](Cn1ccc(=O)[nH]c1=O)NC1CCOCC1 | 1%[44.1 µM]
CNc1nccnc1-c1cccc(CN2CCOCC2)c1 | -2%
c1ccc(CN2CCNc3cc(Nc4ccc(N5CCOCC5)cc4)ncc3C2)cc1 | 11µM*
Cc1nc(CN2CCN(Cc3cc4n(n3)CCNC4)CC2)cs1 | 14%
Cc1ccc(-c2cc3c(=O)n(CCNC(=O)c4cc(Cl)ccc4F)ccn3n2)c(C)c1 | i
COc1ccc(OC)c(CCNC(=O)c2c(C)oc3ncn(C)c(=O)c23)c1 | -19%
OC[C@@H]1O[C@H](CNC2CCOCC2)[C@H](N2CCN(c3ccccn3)CC2)[C@@H]1O | 5%
Cc1nc(CNC(=O)CC2C(=O)NCCN2Cc2ccccn2)n[nH]1 (stereo not drawn) | ?
O=c1c2c(n(CCOc3ccccc3)n1-c1ccccc1)CN(Cc1ccc3c(c1)CCO3)CC2 | ?

A draw from above in order of heavy-atom count, high to low:
SMILES | Pf Dd2 growth
O=C1CCN(Cc2ccncc2)CCCC(C(=O)NCCCN2CCCc3ccccc32)CCN1 (stereo not drawn) | ?
c1ccc(CN2CCNc3cc(Nc4ccc(N5CCOCC5)cc4)ncc3C2)cc1 | 11µM*
Cc1cnc(-c2ccccc2)n1C1CCCN(C(=O)COc2ccc(F)cc2)C1 (stereo not drawn) | 2.8µM*
OC[C@@H]1O[C@H](CNC2CCOCC2)[C@H](N2CCN(c3ccccn3)CC2)[C@@H]1O | 5%

Going on with the list:
SMILES | Pf Dd2 growth
COc1ccc(CCNC(=O)CCCCn2c(=O)c3ccccc3n(Cc3ccccc3Cl)c2=O)cc1OC | i
Cc1ccc(Cn2cccc(C(=O)Nc3ccc4c(c3)OCCO4)c2=O)cc1 | 5%
COC(=O)C1=C(C)N=C2SC=C(CC(=O)NCc3ccco3)N2C1c1ccccc1OC (stereo not drawn) | i
Cc1cccc(NC(=O)CSc2cc(C)c3ccccc3n2)c1 | i
COC(=O)c1c(NC(=O)c2ccccc2C(=O)O)sc2c1CCCC2 | 10%

Nothing new here: entries from further up.
SMILES | Pf Dd2 growth
COc1ccc(OC)c(CCNC(=O)c2c(C)oc3ncn(C)c(=O)c23)c1 | -19%
OC[C@@H]1O[C@H](CNC2CCOCC2)[C@H](N2CCN(c3ccccn3)CC2)[C@@H]1O | 5%
Cc1nc(CNC(=O)CC2C(=O)NCCN2Cc2ccccn2)n[nH]1 (stereo not drawn) | ?
O=c1c2c(n(CCOc3ccccc3)n1-c1ccccc1)CN(Cc1ccc3c(c1)CCO3)CC2 | ?
COc1ccc(CCNC(=O)CCCCn2c(=O)c3ccccc3n(Cc3ccccc3Cl)c2=O)cc1OC | i
Cc1ccc(Cn2cccc(C(=O)Nc3ccc4c(c3)OCCO4)c2=O)cc1 | 5%
COC(=O)C1=C(C)N=C2SC=C(CC(=O)NCc3ccco3)N2C1c1ccccc1OC (stereo not drawn) | i

Screening data as filed in PubChem BioAssay.
